Screening results from PubChem.
SIAE inh: inhibitors of human sialic acid acetylesterase SIAE | Q9HAT2 | SIAE FP-Rh probe binding, fluorescence polarization | inhibition, % at 9.66 µM | 370,000 compounds, 0.69% hits;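 active = inhibition above a cutoff: mean of compounds within the control limits plus 3 SD of those, cut at about 17% in these data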;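 also: 0% = plate median of compound wells and 100% = probe without SIAE protein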
MBD2 inh: blocks human MBD2 binding to methylated DNA | Q9UBB5 | 370,000 compounds, 0.31% hits | inhibition, % at 4.4 µM | AID 686964 | TR-FRET, MBD2 binding to methylated oligonucleotide; in the data active = inhibition above about 13%
Target sequence (Q9UBB5 whole entry, looked up): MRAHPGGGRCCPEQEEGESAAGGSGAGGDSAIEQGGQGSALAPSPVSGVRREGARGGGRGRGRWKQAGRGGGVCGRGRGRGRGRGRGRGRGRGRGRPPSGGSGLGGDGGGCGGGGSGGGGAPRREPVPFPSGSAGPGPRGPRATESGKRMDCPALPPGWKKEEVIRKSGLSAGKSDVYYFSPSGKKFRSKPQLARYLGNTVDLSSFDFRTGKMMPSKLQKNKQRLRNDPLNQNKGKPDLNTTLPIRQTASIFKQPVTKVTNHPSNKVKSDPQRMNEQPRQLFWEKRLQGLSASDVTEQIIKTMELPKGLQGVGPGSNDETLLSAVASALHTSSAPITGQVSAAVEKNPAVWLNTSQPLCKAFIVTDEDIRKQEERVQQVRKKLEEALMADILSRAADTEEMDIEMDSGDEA
PRMT1 FP inh: PRMT1 (human) inhibition, primary screen; Q99873; recombinant PRMT1, activity-based probe fluorescence polarization; inhibition, % at 2.79 µM; 370,000 compounds, 1.3% hits;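 active = inhibition above about 21% made by adding two undisclosed values, limit read from the data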
TCR CD3 inh: inhibitors of human TCR-CD3 interaction; TAMRA-labeled TCR probe fluorescence, biochemical; inhibition, % at 9.4 µM; 360,000 compounds, 0.37% hits; in the data active = inhibition above about 19%;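 also: recombinant mutant TCR 2C K166C tagged with TAMRA read by polarization; 0% = receptor in buffer alone and 100% = receptor with positive control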
GC-B act: GC-B (human) receptor activation; P20594; HEK293-GC-B cells, CNP EC30, cGMP TR-FRET; 0% at EC30 CNP, 100% saturating CNP; activation, % at 10 µM; 370,000 compounds, 0.11% hits;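 active = activation at 10 µM reaching about 35% in either raw or pattern-adjusted values, limit read from the data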
mABHD4 FP: ABHD4 (mouse) inhibition, primary FP screen | Q8VD66 | purified mABHD4, FP-Rh probe fluorescence polarization | inhibition, % at 8.92 µM | 370,000 compounds, 0.54% hits | AID 720543;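 active = inhibition exceeding the mean over every tested compound plus 3 SD, cut at about 30% in these data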;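 also: 0% = plate median of compound wells and 100% = S159A mutant with DMSO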
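system = mouse ABHD4 enzyme, wild type | medium = HEPES pH 7.0, NaCl, Pluronic buffer | also added = FP-Rh probe | incubation = Enzyme–compound pre-incubation 45 min, then probe 60 min, both 25 °C | technique = fluorescence polarization, excitation 525 nm, emission 598 nm, BODIPY TMR filters | controls = S159A mutant high control, sample median low control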
HTRA1 inhibitor: inhibitors of human serine peptidase HTRA1; Q92743; recombinant HTRA1, FP-rhodamine activity-based probe, fluorescence polarization; inhibition, % at 5.96 µM; 340,000 compounds, 0.5% hits; in the data active = inhibition above about 36%;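 also: 0% = enzyme with DMSO and 100% = wells lacking enzyme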
rCAG RNA binder: binds r(CAG) RNA repeats; r(CAG) RNA repeat, TO-PRO-1 dye displacement fluorescence; inhibition, % at 3 µM; 370,000 compounds, 1.3% hits;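 active = inhibition above the plate cutoff, the mean of all test compounds on that plate plus 3 SD, cut at about 35% in these data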;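 also: 0% = DMSO alone and 100% = 100 µM mitoxantrone as full dye displacement; higher means more dye released from RNA so lower well fluorescence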
TDP2 absorb: blocks human TDP2 phosphodiesterase activity | 370,000 compounds, 0.34% hits | AID 720702 | inhibition, % at 12.8 µM | recombinant TDP2, T5PNP hydrolysis, p-nitrophenol absorbance 415 nm;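 active = inhibition above the mean of all tested compounds plus 3 SD, set per campaign, cut at about 25% in these data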;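 also: 0% = DMSO with enzyme and 100% = buffer with substrate but no TDP2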
Target sequence (O95551 whole entry, looked up): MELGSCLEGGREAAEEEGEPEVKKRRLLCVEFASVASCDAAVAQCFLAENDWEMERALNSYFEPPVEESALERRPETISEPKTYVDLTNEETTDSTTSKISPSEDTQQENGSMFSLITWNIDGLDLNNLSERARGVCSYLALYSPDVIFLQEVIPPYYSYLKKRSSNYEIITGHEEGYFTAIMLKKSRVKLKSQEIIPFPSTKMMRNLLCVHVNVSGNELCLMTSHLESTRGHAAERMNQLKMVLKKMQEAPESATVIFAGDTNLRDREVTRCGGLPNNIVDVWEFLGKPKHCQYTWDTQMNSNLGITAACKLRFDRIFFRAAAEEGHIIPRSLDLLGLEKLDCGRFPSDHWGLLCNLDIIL
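Assay system: Recombinant human TDP2 | Quantity: 120 nM TDP2 per well | Incubation: 2 h at 37 °C | Signal: Epi absorbance | Evaluation: Percent inhibition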
LEDGF integ inh: blocks HIV-1 LEDGF/p75-dependent DNA integration. TR-FRET IN-LEDGF/p75 DNA integration, Eu/Cy5. inhibition, % at 3.7 µM. 370,000 compounds, 0.64% hits. AID 743269;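 active = inhibition above the screen-wide mean plus 3 SD, cut at about 13% in these data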;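 also: signal is the Cy5 over europium emission ratio at 671 and 618 nm; 0% = plate median of compound wells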
Active calls of the source: *; . = not tested or not shown; & = joins results of further samples. Some of the compounds tested; count on the stated rates, not on these rows.

SMILES	SIAE inh	MBD2 inh	PRMT1 FP inh	TCR CD3 inh	GC-B act	mABHD4 FP	HTRA1 inhibitor	rCAG RNA binder	TDP2 absorb	LEDGF integ inh
COc1cc2c(cc1OC)CN(CC(=O)Nc1ccc(Cl)cc1Cl)CC2	3	0	5	-3	6	-2	-22	-4	-2	-2
COCCNC(=O)CN1C(=O)/C(=C/c2ccccc2)Oc2ccc(C(C)(C)C)cc21	-6	-2	-4	11	-1	-10	-3	-2	-2	0
CCCNc1c(NS(=O)(=O)c2ccc(C(C)(C)C)cc2)c(=O)oc2ccccc12	-2	-5	-1	3	1	1	-10	-1	-15	0
CCOc1c(Br)cc(CNC2CCCCCCC2)cc1OC	0	-1	2	-2	-6	9	4	4	-8	-4
CC(C)(C)NC(=O)C1CCN(c2ccc(S(=O)(=O)N3CCOCC3)cc2Cl)CC1	11	-3	-4	0	-4	-7	5	-2	1	5
CCC(C(=O)NC(C)(C)C)N(Cc1ccc(OC)cc1)C(=O)c1snc(C(N)=O)c1N (stereo not given)	-5	0	1	0	-2	4	1	1	1	0
COC(=O)c1sc(NC(=O)OCc2ccccc2)nc1CCNC(=O)OC(C)(C)C	-1	-1	-1	0	0	-1	.	2	5	-1
O=c1[nH]c2sc3c(c2c2nncn12)CCCC3	3	-6	-4	1	-3	-2	-3	4	4	-3
CC(C)N=c1c([N+](=O)[O-])nn(C)n1O	1	-2	1	-4	-2	4	0	-1	4	-7
N#CC1=C(N)SC(N)=C(C#N)C1C1CC=CCC1 (stereo not given)	7	2	10	-1	2	2	2	1	9	-2
Cc1ccc(-c2ccc(CN3C(C)C(=O)N(Cc4cn(Cc5ccco5)nn4)CCS3(=O)=O)cc2)cc1 (stereo not given)	-6	-1	2	-3	0	-26	-30	14	1	1
CCCc1cc(C(=O)OCC(=O)NCCc2ccccc2)sc1C	7	-1	-2	11	4	-2	-11	2	-8	-2
COC(=O)C1=C(C)N(Cc2ccc(C(F)(F)F)cc2)C(=NCc2ccc(OC)cc2)NC1c1ccccc1C(F)(F)F (stereo not given)	-5	1	6	-6	-2	-2	.	3	-17	3
COc1cccc(CN2CCC2(C)C(=O)Nc2ccc3c(c2)CCN3C(C)=O)c1F (stereo not given)	5	-2	0	-3	7	-2	.	-1	-1	0
Cn1c2ccccc2c(=O)c2ccc(NCCc3cccs3)cc21	0	3	5	0	16	17	-28	14	3	0
CC1CCCCN1CCNc1nc(=S)[nH]c2ccccc12 (stereo not given)	-2	-7	5	9	-1	6	-1	-5	-2	-1
Fc1ccc(NCc2cccnc2)cc1F	4	-5	11	-2	-2	4	8	-6	5	3
O=C(NCc1ccccc1)C1c2ccccc2OCC(=O)N1Cc1ccccc1 (stereo not given)	3	-3	-3	2	-5	5	.	3	7	-1
CN(C)CCNS(=O)(=O)c1ccc(N2CCN(c3ccc(F)cc3)CC2)c([N+](=O)[O-])c1	2	-10	-3	1	-5	6	14	0	1	-2
O=C(Cc1ccc([N+](=O)[O-])cc1)c1c(O)cc(O)cc1O	-2	-2	-1	5	1	-4	-1	12	17	4
COC(=O)Nc1ccc(S(=O)(=O)N2CCC(C(=O)N3CCC(C)CC3)CC2)cc1	-7	4	-5	-8	1	-2	-3	-1	-13	2
COC(=O)c1cn(NC(=O)C2CCC(C)CC2)c(=O)c2ccccc12 (stereo not given)	-2	3	-1	1	-10	-6	-3	1	13	1
CC(=O)c1ccc(-c2cnc3c(NC=O)cc(-c4ccc(N5CCN(C)CC5)cc4)cn23)cc1	6	0	-1	-1	4	7	.	10	-24	-1
COc1ccc(CNC(=O)c2c(C)nc3ccccn23)cc1	0	5	0	-4	0	6	4	-3	3	-1
Cc1ccccc1C(=O)NCC(=O)NNC(=S)NC(=O)c1ccccc1C	-3	-5	3	6	2	2	5	1	-5	1
Cc1c(NC(=O)c2cc(-c3ccc(F)cc3)on2)c(=O)n(-c2ccccc2)n1C	2	-4	0	0	-12	-2	5	-2	7	0
O=C(NCC1CCCO1)c1cc2n(n1)C(C(F)(F)F)CC(c1ccc(Br)cc1)N2 (stereo not given)	2	1	0	3	0	-4	-13	-11	10	-1
O=C1OCc2cc(NC(=O)C3COc4ccccc4O3)ccc21 (stereo not given)	-4	-5	0	4	1	-4	3	4	0	3
CC1CCN(C(=O)Cn2cc(C(=O)c3ccco3)c3ccccc32)CC1	5	-5	-2	1	-5	-3	1	4	0	-2
O=C1S/C(=C\c2ccccc2)C(=O)N1CC(O)Cn1c2ccccc2c2ccccc21 (stereo not given)	2	2	0	6	2	-6	-6	5	6	-2

4 records picked at random from the list so far:
SMILES	SIAE inh	MBD2 inh	PRMT1 FP inh	TCR CD3 inh	GC-B act	mABHD4 FP	HTRA1 inhibitor	rCAG RNA binder	TDP2 absorb	LEDGF integ inh
O=C(NCC1CCCO1)c1cc2n(n1)C(C(F)(F)F)CC(c1ccc(Br)cc1)N2 (stereo not given)	2	1	0	3	0	-4	-13	-11	10	-1
O=C1OCc2cc(NC(=O)C3COc4ccccc4O3)ccc21 (stereo not given)	-4	-5	0	4	1	-4	3	4	0	3
COC(=O)c1cn(NC(=O)C2CCC(C)CC2)c(=O)c2ccccc12 (stereo not given)	-2	3	-1	1	-10	-6	-3	1	13	1
CC(=O)c1ccc(-c2cnc3c(NC=O)cc(-c4ccc(N5CCN(C)CC5)cc4)cn23)cc1	6	0	-1	-1	4	7	.	10	-24	-1

More entries follow.
SMILES	SIAE inh	MBD2 inh	PRMT1 FP inh	TCR CD3 inh	GC-B act	mABHD4 FP	HTRA1 inhibitor	rCAG RNA binder	TDP2 absorb	LEDGF integ inh
CC(/C=C/c1ccco1)=N/NC(=O)CNc1ccccc1C	14	0	2	5	-3	1	12	20	-7	8
O=c1[nH]c2ccc(Cl)cc2c(-c2ccccc2)c1CN1CCOCC1	-1	-8	5	6	-7	-5	-11	3	2	2
Cc1ccc2c(CN3CCN(c4ccc(Cl)c(Cl)c4)CC3)cc(=O)oc2c1	-5	-1	0	3	5	4	.	4	5	0
O=C(CNCc1ccc(Cl)cc1)Nc1ccc2c(c1)OCCO2	-1	7	13	3	6	6	7	-4	-10	-3
Cc1nn2c(=O)c3c4c(sc3nc2n1-c1ccccc1)COC(C)(C)C4	-8	6	4	-5	4	-2	.	-6	-5	-6
Cc1cc(NC(=O)CCC(=O)N(CC(=O)NC2CCCC2)Cc2ccc(F)cc2)no1	3	4	-4	6	7	-6	0	-9	6	1
CC1(C)Cc2c(sc3[nH]c(=S)[nH]c(=O)c23)CO1	4	6	10	-11	1	-1	10	3	-3	2
CN(C)/C=C/C(=O)c1cnc(-c2ccccc2Cl)s1	5	0	-2	2	-5	-8	-78	9	14	2
CC(C)(C)OC(=O)COc1cc(OCC(=O)OC(C)(C)C)c2c(=O)cc(-c3ccccc3)oc2c1	-4	-8	-1	5	12	2	-90	0	-18	8
O=c1oc2ccc(C#CC3(O)CCCCC3)cc2cc1-n1cc(-c2ccsc2)nn1	-1	1	1	6	0	-7	-8	9	-3	3
CCn1c(COc2ccccc2C)nnc1SCC(=O)NC1CCCC1	4	-5	-2	-6	-3	-3	-2	-10	-10	-4
Cn1cccc1C(=O)NC(=O)COC(=O)CNS(=O)(=O)c1ccc(Br)cc1	5	3	3	-5	6	2	5	8	1	0
Cc1cc(F)ccc1-c1cc(C(=O)NCc2ccc(C(F)(F)F)cc2)[nH]n1	-13	0	0	1	5	-40	.	0	-10	-1
CCc1[nH]nc2c1C1(CCN(C(=O)OCc3ccccc3)CC1)C(C#N)=C(N)O2	6	-5	0	6	2	2	-5	-1	0	0
CCCc1cc(C(=O)Nc2cccc(Cl)c2C)no1	1	1	5	0	0	6	-4	-1	-4	1
Cc1cc(Br)ccc1SCC(=O)OCC(=O)c1c(N)n(C)c(=O)n(C)c1=O	-8	2	-3	1	9	2	-8	-3	-9	2
Cc1ccc(CC2(C)C(=O)Nc3c(Cl)cccc32)cc1 (stereo not given)	1	1	4	1	-2	2	.	0	8	-2
COc1ccccc1-c1ccc(SCC(=O)Nc2cc(C)on2)nn1	6	3	-2	4	0	-2	-8	-6	8	0
CC(C)(C)NC(=O)C1c2ccccc2OCC(=O)N1CCCN1CCOCC1 (stereo not given)	0	0	-2	-6	-2	-6	.	2	-5	5
COc1ccc(N2CCN(CCC(O)c3ccc4ccccc4c3)CC2)cc1 (stereo not given)	-6	-4	-3	3	8	-3	9	-9	-12	7
CN(Cc1cccs1)C(=O)/C=C/c1ccccc1[N+](=O)[O-]	0	-6	-4	1	-8	0	9	-2	-13	5
Cc1ccc(C)n1NC(=O)c1cccs1	-2	0	-4	4	4	2	13	21	-2	1
CN(C)CCCCOc1ccccc1F	3	0	0	5	2	19	-2	1	7	2
Cc1ccc(S(=O)(=O)NC(=O)Cn2nnc(-c3ccccc3)c2COc2ccc3ccccc3c2)cc1	-21	4	7	-9	4	-31	.	80*	1	3
COC(=O)c1[nH]c2ccc(Cl)cc2c1NC(=O)CN1CCc2cc(OC)c(OC)cc2C1	1	-6	0	-7	-6	1	-22	7	0	6
CCn1ncc(/C=N\NC(=O)c2ccc3c(c2)c(C)c(C)n3Cc2ccccc2)c1C	38*	2	-1	7	12	-2	-33	19	1	-5
O=C1CN(C(=O)c2cc([N+](=O)[O-])ccc2Cl)C(c2ccc(F)cc2)c2cc(F)ccc2N1 (stereo not given)	-3	3	-1	6	1	1	1	-1	13	1
COc1cc(C2NC(=O)C(C#N)=C(S)N2c2ccc(C)cc2)ccc1OC(C)C (stereo not given)	4	0	-1	4	3	-1	4	5	-1	1
COc1cc(NC(=O)c2csc(-c3ccncc3)n2)cc(C(=O)Nc2cccc(C(F)(F)F)c2)c1	-154&-158	0&-3	1&-1	1&2	2&-12	3&-2	-147&-20	8&1	8&-1	0&2
COc1ccc(C(C#N)=C2C=CC(=NO)c3ccccc32)cc1	-11	3	1	-3	-19	-17	.	18	-3	-4
COc1ccc(NS(=O)(=O)c2ccc(C)c(C(=O)NCC(c3cccs3)N3CCOCC3)c2)cc1 (stereo not given)	-1	5	1	-6	-4	1	6	0	7	-3
Cc1cc(C)n(-c2ncc(-c3ccccc3)nn2)n1	2	-3	-3	1	1	0	4	-2	0	0
CCN(CC(=O)Nc1ccc(NC(C)=O)cc1)C(=O)C1COc2ccccc2O1 (stereo not given)	-1	-6	-6	6	-5	1	4	-3	14	1
NC(=O)NCc1cccnc1	16	-6	-3	3	1	-5	4	2	-7	4
CC1(C(=O)NS(=O)(=O)c2ccc(C#N)cc2)CCN1C(=O)CCc1ccc(Cl)cc1Cl (stereo not given)	-2	6	8	-1	3	7	.	26	6	0
Cn1cc(C=O)c2cc(S(=O)(=O)N3CCOCC3)ccc21	2	-5	-3	7	-1	6	5	4	6	2
CCOc1ccc(-c2nnn(CC#N)n2)cc1OC	1	6	3	-3	4	-6	6	0	0	4
CCn1c2ccccc2c2cc(NC(=O)COC(=O)c3ccc(C)cc3)ccc21	3	-5	1	.	-5	7	.	4	-6	1
Nc1nc2c(ncn2[C@@H]2O[C@H](C(=O)NCCCc3ccccc3)[C@@H](O)[C@H]2O)c(=O)[nH]1	3	3	3	2	14	-3	.	3	4	-2
O=[N+]([O-])c1cnc2ccccc2c1Sc1ccccc1	7	1	73*	.	18	2	.	.	6	1
